AmpC no deterg = inhibitors of E. coli AmpC beta-lactamase without detergent. P00811. AmpC nitrocefin hydrolysis, absorbance 480 nm, 0.0001% Triton. Potency, µM (series often up to 57.1 µM), without a hit: at the highest dose activity change, negative = inhibition, hits mostly inhibitors. actives 0.52% (n = 330,000);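 further: potency means the concentration at half of the fitted maximal effect; plate controls were no compound for no effect and no enzyme for full effect; nearly all actives have a fitted effect of over 20% in size; some results filed as inactive show a strong effect at the top dose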
Target sequence (P00811 whole entry, looked up): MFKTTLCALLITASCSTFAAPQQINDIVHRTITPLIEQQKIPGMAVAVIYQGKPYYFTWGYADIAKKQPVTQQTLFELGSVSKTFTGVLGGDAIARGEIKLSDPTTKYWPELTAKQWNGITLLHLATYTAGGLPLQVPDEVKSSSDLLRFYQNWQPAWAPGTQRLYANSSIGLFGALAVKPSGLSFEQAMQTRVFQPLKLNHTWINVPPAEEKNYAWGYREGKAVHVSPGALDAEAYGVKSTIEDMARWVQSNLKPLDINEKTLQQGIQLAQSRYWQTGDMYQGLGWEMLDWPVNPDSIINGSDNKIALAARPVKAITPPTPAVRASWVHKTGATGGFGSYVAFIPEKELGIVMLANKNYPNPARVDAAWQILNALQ
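AmpC (5.3 nM in the dispensed reagent) in 20 mM phosphate pH 7.0 with 0.01% (detergent screen) or 0.0001% Triton X-100 was preincubated with compounds for 15 min at room temperature. Nitrocefin was then added from an 800 uM solution, and hydrolysis was followed at 480 nm.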
Giardia FBPA inh = inhibitors of Giardia lamblia fructose-1,6-bisphosphate aldolase | A8B2U2 | purified Giardia FBPA | Potency, µM (doses to about 59.6 µM), for the others: top-dose activity, negative = inhibition, actives largely listed as inhibitors | actives 0.71% (n = 290,000) | AID 2451; further: potency means the concentration at half of the fitted maximal effect; nearly all actives have a fitted effect of over 55% in size
Target sequence (A8B2U2 whole entry, looked up): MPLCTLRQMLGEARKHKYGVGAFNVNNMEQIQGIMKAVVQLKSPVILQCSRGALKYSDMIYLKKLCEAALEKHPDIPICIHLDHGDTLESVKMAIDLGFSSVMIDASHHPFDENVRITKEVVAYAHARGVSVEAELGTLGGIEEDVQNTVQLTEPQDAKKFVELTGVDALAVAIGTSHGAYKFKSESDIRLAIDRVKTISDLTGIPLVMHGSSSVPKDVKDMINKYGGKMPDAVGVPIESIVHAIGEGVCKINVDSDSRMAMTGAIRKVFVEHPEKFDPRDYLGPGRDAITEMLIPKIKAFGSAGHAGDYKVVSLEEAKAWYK
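40 nM FBPA preincubated 10 min at RT with compound (up to 57.5 uM final), then substrate plus GAPDH/TPI/NAD/arsenate coupling and diaphorase/resazurin added. Fluorescence read after 20 min at RT, 525/598 nm.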
Sm TGR inh = S. mansoni TGR enzyme inhibition. Q962Y6. purified TGR, DTNB reduction, TNB absorbance 405 nm. Potency, µM (top dose mostly 114 µM), for the others: at the highest dose activity change, negative = inhibition, usual class: inhibitors. actives 3% (n = 360,000); further: potency means the concentration at half of the fitted maximal effect; nearly all actives have a fitted effect of over 60% in size
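First, TGR (20 nM dispensed) and NADPH were mixed with compound. Second, a 15 min room-temperature incubation followed. Third, further NADPH and then DTNB were added to start the reaction. Finally, TNB absorbance was monitored kinetically.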
HCMV antiviral = inhibitors of human cytomegalovirus | actives 4.5% (n = 410,000) | AID 1259415 | activity change, negative = inhibition, % at 57.5 µM | HFF cells, HCMV-luciferase reporter, 72 h; active compounds read low; in the data active means activity change below about -60%; inconclusive means no clear call, values can overlap the other calls; inactive means above about -39%
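After 16 h attachment at 37C, HFF cells received test compound and HCMV-luciferase (1 PFU/cell); reporter luminescence read 72 h later, data normalized against buffer-only and known inhibitor Salinomycin.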
HCV inh = HCV inhibition. actives 3.4% (n = 340,000). Huh7.5.1 HCVcc-Cre infection, luciferase reporter, 44 h. Potency, µM (titrated, usually from 41.8 µM), inactives show at the top dose activity change, negative = inhibition, most hits filed as inhibitors; further: potency means the concentration at half of the fitted maximal effect
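After 44 h co-culture of compound, cells and HCVcc-Cre (~0.5 moi), substrate is added for 15 min at room temperature and luciferase measured over 15 sec. Cells were seeded at 1,000/well and pre-cultured 4 h.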
AmpC detergent = inhibitors of E. coli AmpC beta-lactamase with detergent. actives 0.041% (n = 370,000). AID 485294. Potency, µM (titrated, usually from 114 µM), for the others: top-dose activity change, negative = inhibition, actives largely listed as inhibitors. P00811. AmpC hydrolysis of nitrocefin, absorbance 480 nm, 0.01% Triton;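 further: potency means the concentration at half of the fitted maximal effect; 0% = no-compound wells and -100% = no-enzyme wells; nearly all actives have a fitted effect of over 25% in size; some results filed as inactive show a strong effect at the top dose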
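AmpC (5.3 nM in the dispensed reagent) in 20 mM phosphate pH 7.0 with 0.01% (detergent screen) or 0.0001% Triton X-100 was preincubated with compounds for 15 min at room temperature. Nitrocefin was then added from an 800 uM solution, and hydrolysis was followed at 480 nm.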
Active calls of the source: *; ? = inconclusive; . = no result given; & = joins results of further samples; [ ] = dose if it differs, or a comment. Unless noted, the call rests on the fitted dose curve; in most records, active means well fitted curve in the direction sought with a large enough effect; inconclusive means small, poorly fitted or top-dose-only effect, or another doubt; inactive means no such curve, though single readings can be large; an effect the other way counts as inactive or inconclusive. Unless noted, on the % scale 0 is the no-effect control and ±100 the full control effect.

SMILES	AmpC no deterg	Giardia FBPA inh	Sm TGR inh	HCMV antiviral	HCV inh	AmpC detergent
CCOC(=O)C1CCCN(C(=O)c2cc3c(-c4cccc(OC)c4)nn(C)c3s2)C1 (configuration not stated)	194%[activator]	-4%	4%	13	?	0%
Cc1nn(-c2ccccc2)c2c1N(CCCC(=O)NCc1ccc(N(C)C)cc1)C(=O)CS2	.	.	-5%	-5	.	22%
CCN(CC)CCCNC(=S)N(Cc1cccnc1)Cc1cc2cc(C)ccc2[nH]c1=O	69%[activator]	3%	-21%	-12	0%	4%
NS(=O)(=O)c1ccc(CCNC2CC(=O)N(Cc3ccccc3)C2=O)cc1 (configuration not stated)	-11%	2%	-18%	14	18%	-6%
O=C1C2C3c4ccccc4C(c4ccccc43)C2C(=O)N1Cc1ccco1 (configuration not stated)	1%	-2%	?	-19	-9%	-10%
COc1ccc(N(CC(=O)NCCc2ccccc2)C(=O)c2csnn2)cc1OC	-3%	10%	-5%	39	-2%	-4%
Cc1cccc(NC(=O)c2cc(-c3ccco3)nc3ccccc23)n1	-34%	-9%	20µM*	63	-13%	?
CNc1c(C(=O)O)ccc2c1C(=O)c1ccccc1C2=O	0%	-6%	0%	14	22%	?
O=[N+]([O-])c1ccc(S(=O)(=O)Nc2nc3ccccc3nc2Nc2ccccc2)cc1	-18%	-7%	-11%	-80*	?	1%
CNC(=S)N/N=C(\C)c1ccc2c(c1)OCO2	-23%	?	?	-104*	-14%	-3%
COc1cccc(NC(=O)N2CCN(c3nc(-c4cccc(OC)c4)cs3)CC2)c1	-41%	-6%	6%	-71*	11µM*	-3%
O=C(Nc1cccc(O)c1)C1CCCN1C(=O)OCc1ccccc1 (configuration not stated)	-16%	3%	-2%	28	-8%	1%
CN(C)c1ccc(P(=O)(OCc2ccccc2)C(O)c2ccccc2)cc1 (configuration not stated)	54%	3%	2%	2	8%	6%
O=Cc1ccc(OCC(=O)Nc2ccccc2-c2ccccc2)cc1	1%	-1%	?	-40	10%	1%
Cn1c(=O)c([N+](=O)[O-])c(Cl)c2ccccc21	-19%	-10%	0.45µM*	-71*	7.9µM*	?
CC1=NN(c2ccc(C(=O)O)cc2)C(=O)/C1=C\c1ccc(OC(=O)c2cccs2)cc1	-30%	-25%	-8%	20	5%	-1%
O=c1[nH]c(CSc2nnnn2-c2ccc(Cl)cc2)nc2ccccc12	-42%	3%	-12%	?	2%	4%
CCC(C)[C@H](NC(=O)Nc1cccc(OC)c1)C(=O)OC (some centres not stated)	-14%	-2%	-11%	-25	-17%	?
COCCNc1nc(-n2nc(C)cc2C)nc2sc3c(c12)CCCC3	.	5%	-10%	-6	10µM*	-11%
C/C(=N/NC(=O)c1ccc(Br)o1)c1ccc(C)o1	-21%	-9%	-2%	80	-5%	-7%
O=c1n(Cc2ccc(F)cc2Cl)c2ccccc2c2nc(-c3ccccc3)nn12	.	.	-4%	-16	.	-9%
Cc1nc(SCC(C)C)[nH]c(=O)c1Cc1ccccc1	-27%	0%	7%	1	-4%	?
O=C(CCN1CCN(c2ccc([N+](=O)[O-])cc2)CC1)c1ccc(Cl)cc1	-12%	-7%	?	-12	-9%	2%
COc1ccc(Br)cc1/C=N/NC(=O)C(c1ccncc1)N1CCOCC1 (configuration not stated)	-38%	0%	-3%	-20	12%	0%
Cc1ccc(-c2nnc(Nc3ccc(CC(N)=O)cc3)c3ccccc23)cc1S(=O)(=O)NCCO	66%[activator]	-7%	-15%	16	8%	-17%
CCOC(=O)C1CCN(C(c2cc3c(C)ccc(C)c3[nH]c2=O)c2nnnn2C2CCCCC2)CC1 (configuration not stated)	13%	-14%	13%	-6	-21%	0%
Cc1ccc(SCc2[nH]nc3c2C(c2ccco2)C(C#N)=C(N)O3)cc1 (configuration not stated)	-35%	-11%	?	-17	19%	?
CCCNc1nc(C)cc(-c2cc(C(=O)NCc3ccccc3)on2)n1	-2%	4%	5%	17	-29%	4%
CN(C)CCNc1ncnc2oc(-c3ccccc3)c(-c3ccccc3)c12	42%	2%	0%	?	3.2µM*	0%
CC1(C)CC(=O)C(C=Nc2ccc(C(=O)c3ccccc3)cc2N=CC2=C(O)CC(C)(C)CC2=O)=C(O)C1	-3%	-2%	1%	75	-2%	0%
COC(=O)[C@@]1(Cc2ccc(F)cc2)[C@H]2c3cc(C(=O)N(C)C)n(Cc4nc5ccccc5[nH]4)c3C[C@H]2CN1C(=O)c1ccccc1	298%[activator]	-3%&-2%	-25%	-31	?	-4%
Cc1cc(C)nc(SCC(=O)Oc2ccc3oc(=O)cc(C)c3c2)n1	-20%	0%	?	84	-13%	-2%
Cc1ccc(S(=O)(=O)n2ccc(=O)[nH]2)cc1	-11%	12%	-3%	7	10%	8%
COc1ccc(CCNC(=O)c2cccnc2SC)cc1	-16%	3%	-1%	-36	6%	-12%
CC(C)CNS(=O)(=O)c1ccc(S(=O)(=O)N2CCCN(Cc3ccccc3)C2)cc1	-12%	9%	-2%	-3	-6%	-5%
Cc1ccc(C(C)C)cc1OCC(=O)Nc1ccc(N2CCCCC2)cc1	-10%	.	-17%	-17	?	-17%
Cc1ccc(Cn2nnc3c(=O)n(Cc4ccccc4C)cnc32)cc1	-12%	0%	-11%	9	12%	?
CC(=O)O[C@H](CC(=O)O)C[N+](C)(C)C	-14%	-1%	-3%	-28	9%	?
CCN(CC(=O)Nc1c(F)cccc1F)C(=O)c1ccc(Sc2nncn2C)c([N+](=O)[O-])c1	-15%	.	0%	?	-7%	?
C/C(N)=C(/C#N)C(=O)COc1ncnc2ccccc12	-25%	-1%	4%	14	21%	-6%

By substructure, the entries above with a COOH group (three)
SMILES	AmpC no deterg	Giardia FBPA inh	Sm TGR inh	HCMV antiviral	HCV inh	AmpC detergent
CNc1c(C(=O)O)ccc2c1C(=O)c1ccccc1C2=O	0%	-6%	0%	14	22%	?
CC1=NN(c2ccc(C(=O)O)cc2)C(=O)/C1=C\c1ccc(OC(=O)c2cccs2)cc1	-30%	-25%	-8%	20	5%	-1%
CC(=O)O[C@H](CC(=O)O)C[N+](C)(C)C	-14%	-1%	-3%	-28	9%	?

Following part.
SMILES	AmpC no deterg	Giardia FBPA inh	Sm TGR inh	HCMV antiviral	HCV inh	AmpC detergent
CCC(C)c1ccc(OCC(=O)Nc2ccc(CN3CCOCC3)cc2)cc1 (configuration not stated)	210%[activator]	.	4%	12	.	-6%
Cc1nn(C)cc1S(=O)(=O)Nc1cccc(Cl)c1	-13%	5%	-1%	-7	12%	-13%
Cc1nc(-c2ccccc2)sc1-c1nnc(C2CC2)o1	29%	-1%	1%	57	-11%	6%
Cn1cc(Br)c(C(=O)Nc2nccs2)n1	-12%	-11%	22%	20	7%	-3%
O=C(O)c1ccc(C(=O)Nc2cccc3ccccc23)c(C(=O)O)c1	-27%	-12%	-9%	44	-1%	1%
Cc1ccc(CNC(=O)CCn2c(=O)oc3ccccc32)cc1	4%	1%	5%	7	-9%	-3%
CCOc1ccc(C(=O)COC(=O)c2c(-c3ccccc3)noc2C)cc1	-26%	.	9%	-32	?	-13%
Cc1sc(=NC(=O)c2ccco2)n(C)c1-c1ccc(F)cc1	-29%	-1%	-1%	24	-7%	-9%
COc1cc2c(cc1OC)C(C)N(C(=O)c1cccs1)CC2 (configuration not stated)	0%	4%	.	-40	?	5%
CCOC(=O)c1sc(=S)n(-c2ccccc2OC)c1N	-11%	-5%	3%	77	-14%	-7%
O=C1OCCN1C(=O)[C@H]1[C@H](c2ccc(F)cc2)C(c2cccc(Cl)c2)=NN1c1ccccc1	4%	-9%	.	14	8%[8.37 µM]	.
CC(=O)c1ccc(Nc2c3c(c(C#N)c4nc5ccccc5n24)CCC3)cc1	-50%	-5%	-18%	.	2%	?
Cc1cc(=O)[nH]c(SCC(=O)Nc2ccc(N3CCCCC3)cc2)n1	-34%	.	.	78	15%	.
CCc1cccc(NS(=O)(=O)c2ccc3c(c2)NC(=O)CC(=O)N3)c1	-35%	0%	-2%	-26	-1%	2%
COC(=O)[C@]1(CC(C)C)N[C@H](c2ccc(-c3ccc(C(C)=O)cc3)cc2)[C@@H]2C(=O)N(C)C(=O)[C@@H]21	-34%	.	.	-36	9%	.
Nn1cc(-c2ccccc2)nc1SCC(=O)NCCN1C(=O)CSC1=O	-6%	0%	-26%	19	11%	-9%
COc1cc(OC)cc(C(=O)NNC(=O)c2cc(=O)[nH]c3ccccc23)c1	-12%	.	0%	17	-14%	-14%
Cc1ccc([N+](=O)[O-])cc1N/C=C/C(=O)c1ccco1	-10%	-12%	18%	-11	6.3µM*	11%
Cc1ccccc1N1C(=O)N(c2cccc(C(F)(F)F)c2)C2CS(=O)(=O)CC21 (configuration not stated)	-2%	-1%	-7%	?	30%	?
COc1ccccc1N1CCN(C2CCCN(C(=O)c3ccoc3)C2)CC1 (configuration not stated)	-6%	.	-13%	-21	0%	-5%

A stretch of the results above, as a working copy:
SMILES	AmpC no deterg	Giardia FBPA inh	Sm TGR inh	HCMV antiviral	HCV inh	AmpC detergent
COc1cc(OC)cc(C(=O)NNC(=O)c2cc(=O)[nH]c3ccccc23)c1	-12%	.	0%	17	-14%	-14%
Cc1ccc([N+](=O)[O-])cc1N/C=C/C(=O)c1ccco1	-10%	-12%	18%	-11	6.3µM*	11%
Cc1ccccc1N1C(=O)N(c2cccc(C(F)(F)F)c2)C2CS(=O)(=O)CC21 (configuration not stated)	-2%	-1%	-7%	?	30%	?
COc1ccccc1N1CCN(C2CCCN(C(=O)c3ccoc3)C2)CC1 (configuration not stated)	-6%	.	-13%	-21	0%	-5%

Going on with the list.
SMILES	AmpC no deterg	Giardia FBPA inh	Sm TGR inh	HCMV antiviral	HCV inh	AmpC detergent
COc1ccc(S(=O)(=O)NCc2ccco2)cc1C(=O)N1CCOCC1	-14%	6%	-15%	-6	12%	-12%
CCN(CC)C(=S)SC1CCCCN(C(=O)c2ccccc2)C1=O (configuration not stated)	25%	12%	19%	-33	5%	10%
O=C(NC1CC(=O)N(c2ccc(F)cc2)C1)C(c1ccccc1)c1ccccc1 (configuration not stated)	.	.	6%	66	.	2%
CCCCn1c(N)c(N(Cc2ccccc2OC)C(=O)C(C)Oc2ccc(F)cc2)c(=O)[nH]c1=O (configuration not stated)	0%	.	-2%	-32	11%	-10%
CC(C)(C)NC(=S)NC(=O)C12CCC3CC(CC(C3)C1)C2	-21%	-2%	-1%	-9	-27%	3%
COC(=O)[C@H](C)NC(=O)NCc1ccco1	-21%	-6%	-11%	-1	.	?
COc1ccc(CNC(=O)c2cc3cccc(OC)c3oc2=O)cc1	.	.	-3%	-89*	.	0%
Cc1ccc([N+](=O)[O-])cc1S(=O)(=O)NCCc1cn2ccccc2n1	-12%	2%	-13%	-2	4%	-5%
O=[N+]([O-])c1ccc(N/N=C/c2ccccc2O)cc1	-43%	4%	-12%	-37	?	0%
Cc1c(NC(=S)NC(=O)c2ccc(-c3ccc(Cl)cc3)o2)cccc1C(=O)O	-33%	-5%	13µM*	-3	3%	13%
COc1ccc(N2CCN(CC(O)COC(c3ccc(F)cc3)c3ccc(F)cc3)CC2)cc1 (configuration not stated)	63%[activator]	16µM*	1%	-29	?	-3%
COCCNC(=O)COc1ccc(C)cc1C(=O)c1cc(C#N)c(=O)n(C2CC2)c1	-24%	5%	-14%	-40	8%	1%
